Screening results (PubChem)
aSyn yeast inh: rescues yeast growth from alpha-synuclein toxicity; 0.14% of 370,000 active; AID 652106; Potency, µM (titrated, usually from 46.1 µM), inactives show at the top dose growth rescue (activation), most hits filed as activators; Yeast expressing alpha-synuclein, growth rescue, BacTiter-Glo, 24 h; note: potency is the fitted concentration of half-maximal effect; % of control where 0% means no effect; nearly all actives have a fitted effect of over 65% in size
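Readout is rescue of growth in alpha-synuclein-expressing yeast, so inhibitors of toxicity appear as activators. Growth after 24 hr at 30 deg C in galactose medium is quantified by luminescence.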
Akt phos inh: Akt phosphorylation inhibition | Neuro2A IGF-stimulated pAkt S473 HTRF, 20 min; stronger effect = lower value | activity change, % for hits at 50 µM | 0.32% of 360,000 active; in the data active = activity change below about -80%; inconclusive = mostly about -51% to -80%; note: % is set by controls: 0 for no effect and ±100 for the full control effect
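Neuro2A cells (4,500/well, DMEM with 0.5% FBS) were treated with compound at a single 50 µM final concentration, stimulated with 6 nM IGF for 20 min at 37 °C, and lysed. Phospho-Akt Ser473 was read by HTRF as 665/615 ratio ×10^4.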
GLP1R inv ag: GLP-1 receptor (human) inverse agonism. P43220. HEK293 GLP-1R CRE-luciferase, luminescence, 24 h; GLP-1R form is constitutively active. Potency, µM (series often up to 38.3 µM), for inactives: at the highest dose activity change, negative = inhibition, usual class: inhibitors. 1.6% of 410,000 active; note: potency is the fitted concentration of half-maximal effect; % is set by controls: 0 for no effect and ±100 for the full control effect; nearly all actives have a fitted effect of over 55% in size
Target sequence (P43220 whole entry, looked up): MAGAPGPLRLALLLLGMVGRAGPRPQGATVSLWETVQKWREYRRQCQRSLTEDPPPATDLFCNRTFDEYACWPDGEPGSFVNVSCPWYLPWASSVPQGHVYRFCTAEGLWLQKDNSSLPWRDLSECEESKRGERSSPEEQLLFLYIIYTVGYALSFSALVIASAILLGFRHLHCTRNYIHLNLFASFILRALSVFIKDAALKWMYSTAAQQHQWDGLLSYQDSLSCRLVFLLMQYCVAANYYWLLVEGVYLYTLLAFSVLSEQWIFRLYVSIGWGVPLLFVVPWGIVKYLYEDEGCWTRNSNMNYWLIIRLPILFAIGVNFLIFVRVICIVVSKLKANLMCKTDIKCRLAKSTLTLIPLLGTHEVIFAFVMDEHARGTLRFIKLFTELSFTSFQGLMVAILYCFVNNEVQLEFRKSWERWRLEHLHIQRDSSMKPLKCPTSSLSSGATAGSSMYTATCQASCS
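HEK293 cells stably co-expressing a cAMP-responsive luciferase reporter and constitutively active GLP-1R were seeded, incubated 12 h, then exposed to compounds for 24 h at 37 C. Luminescence was read 12 min after detection reagent; inverse agonists lower signal.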
FUS suppressor: rescues growth of FUS-expressing yeast; S. cerevisiae FUS-expressing, growth rescue, OD600, 24 h; Potency, µM (titrated, usually from 76.6 µM), for the others: top-dose growth rescue (activation), hits mostly activators; 0.24% of 390,000 active; AID 1347120;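 note: potency is the fitted concentration of half-maximal effect; plate controls were DMSO vehicle for no effect and reference control for full effect; nearly all actives have a fitted effect of over 55% in size; some results filed as inactive show a strong effect at the top dose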
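Toxicity suppression screen in FUS-yeast. Cells induced with 2% galactose, starting OD 0.005, treated 24hr at 30C with compounds at multiple final concentrations; growth by OD600.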
TDP-43 yeast inh: TDP-43 toxicity inhibition in yeast | TDP-43 expressing yeast growth rescue, BacTiter-Glo, 24 h | 1.8% of 410,000 active | Potency, µM (series often up to 46.1 µM), for inactives: top-dose growth rescue (activation), actives largely listed as activators | AID 652104; note: potency is the fitted concentration of half-maximal effect; % of control where 0% means no effect; nearly all actives have a fitted effect of over 50% in size
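Yeast cells expressing TDP-43 under galactose induction are exposed to compounds for 24 hr at 30 deg C. BacTiter-Glo luminescence measures growth, so protective compounds score as activators.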
GLP-1R agonist: GLP-1 receptor (human) agonism | HEK293 GLP-1R CRE-luciferase, luminescence, 4-6 h; cells express a hypersensitive GLP-1R form | Potency, µM (series often up to 45.6 µM), for inactives: at the top dose activation, actives largely listed as activators | 0.007% of 380,000 active | AID 624172; note: potency is the fitted concentration of half-maximal effect; % of control where 0% means no effect
DRD3 antagonist: blocks the human D3 dopamine receptor | P35462 | max response, negative = inhibition, % | 2.5% of 360,000 active | D3R cells, DiscoveRx beta-arrestin luminescence, antagonist mode; stronger effect = lower value; in the data active = max response below about -50%; inconclusive = no clear call, values can overlap the other calls; note: % is set by controls: 0 for no effect and ±100 for the full control effect; mostly tested at two doses, the higher about 12 µM
Target sequence (P35462 whole entry, looked up): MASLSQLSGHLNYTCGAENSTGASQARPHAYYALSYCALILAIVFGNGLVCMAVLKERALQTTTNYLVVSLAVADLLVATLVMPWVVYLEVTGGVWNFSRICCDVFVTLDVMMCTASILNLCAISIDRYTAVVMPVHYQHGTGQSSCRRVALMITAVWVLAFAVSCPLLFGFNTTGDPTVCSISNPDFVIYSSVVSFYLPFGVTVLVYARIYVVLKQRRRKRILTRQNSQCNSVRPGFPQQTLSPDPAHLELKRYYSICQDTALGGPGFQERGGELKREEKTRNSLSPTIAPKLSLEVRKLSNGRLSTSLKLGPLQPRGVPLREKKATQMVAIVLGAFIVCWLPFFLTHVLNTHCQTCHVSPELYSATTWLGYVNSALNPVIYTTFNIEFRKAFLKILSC
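Cells plated overnight at 1500 cells/well, then exposed to library compounds with dopamine controls for 90 minutes at 37 degrees C. DiscoveRx reagent added for 30–60 minutes at room temperature; luminescence read, quantitative HTS format.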
Abeta yeast res: compounds reversing amyloid beta toxicity in yeast | Potency, µM (top dose mostly 46.1 µM), inactives show at the top dose growth rescue, hits mostly activators | 0.063% of 410,000 active | yeast expressing A-beta42, growth rescue, OD600, 48 h; response scale: 0% DMSO, 100% iron-clioquinol control; note: potency is the fitted concentration of half-maximal effect; nearly all actives have a fitted effect of over 55% in size
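Yeast A-beta toxicity model in growth medium with pinned compounds, 48 h at 30 C; growth read as absorbance at 600 nm. Normalized to FeCl3/clioquinol equimolar mix (positive) and DMSO (negative).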
PTHR1 agonist: agonists of human PTHR1 parathyroid hormone receptor; Q03431; HEK293 GP2 PTHR1 cells, GloSensor cAMP luminescence, 1 h; Potency, µM (top dose mostly 115 µM), for the others: at the top dose activation, actives largely listed as activators; 0.075% of 410,000 active; note: potency is the fitted concentration of half-maximal effect; nearly all actives have a fitted effect of over 55% in size; some results filed as inactive show a strong effect at the top dose; inactives centre near -15; many of its hits are not listed in these tables
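HEK-293-derived GP2 cells expressing PTHR1 and a GloSensor cAMP reporter, 3,000/well, plated overnight, given luciferin plus IBMX (each 0.5 mM as added) for 1 h at 37 °C, then compound for 1 h at 37 °C. Luminescence was read after 15 min at room temperature.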
* hit, by the source's call; i = inactive; ? = inconclusive; / = no result given; & = joins results of further samples; [ ] = remark or other dose. Unless noted, calls come from the whole dose curve; as a rule, active = well fitted curve in the direction sought with a large enough effect; inconclusive = small, poorly fitted or top-dose-only effect, or another doubt; inactive = no such curve, though single readings can be large; an effect the other way counts as inactive or inconclusive.

SMILES | aSyn yeast inh | Akt phos inh | GLP1R inv ag | FUS suppressor | TDP-43 yeast inh | GLP-1R agonist | DRD3 antagonist | Abeta yeast res | PTHR1 agonist
CCOC(=O)C1=C(c2ccccc2)NC(=O)NC1c1ccc(OCC#N)c(OC)c1 (stereo unspecified) | 1% | i | 4% | 6% | -7% | 23% | 24 | 9% | i
O=C(/C=C/c1ccc(OCCCF)cc1)N1CCN(Cc2ccccc2)CC1 | 4% | i | 10µM* | 8% | 2% | 26% | ? | 4% | -12%
NS(=O)(=O)c1ccc(CCNC(=O)c2ccc([N+](=O)[O-])s2)cc1 | -1% | i | 15% | 19% | 0% | 4% | -15 | -20% | i
COC(=O)c1cc(S(=O)(=O)NC2CCCCC2)cn1C | 0% | i | ? | -21% | 1% | -2% | -13 | -7% | -10%
Cc1cccc(C(=O)NCCC(=O)N2CCc3ccccc3C2)c1 | -2% | i | -8% | 2% | 21% | -4% | -22 | -5% | -20%
O=C(CCc1cn(Cc2ccc(F)cc2)c2ccccc12)N1CCOCC1 | 8% | i | ? | 11% | 10% | 5% | -9 | 12% | -10%
CCOc1ccc(Nc2nc3ccccc3n3nnnc23)cc1 | -6% | i | 17% | -12% | 25% | 6% | -7 | 0% | -26%
Cc1ccc(C(=O)N2CCCC(CCC(=O)N3CCN(c4ccccn4)CC3)C2)s1 (stereo unspecified) | -2% | i | ? | 20% | -9% | 5% | 16 | 0% | -34%[inhibitor]
O=C(COC(=O)c1ccccc1C(=O)N1CCN(c2ccccc2)CC1)Nc1ccc(F)cc1 | -2% | i | ? | ? | -15% | -3% | -1 | 5% | -26%
CN(CCc1ccccc1)C(=O)c1ccc(NC(=O)Cc2cccc(NC(=O)C3CCN(C(=O)C4CC4)CC3)c2)cc1 | 4% | i | 4% | ? | 13% | -1% | 0 | 8% | -45%[inhibitor]
CCOC(=O)[C@]12CCC=C1N(Cc1cccc3ccccc13)C(=O)[C@H](CC(=O)NCc1ccccc1)C2 | 24% | i | ? | ? | 6% | -2% | -12 | 5% | -2%
COc1ccc2[nH]c(=O)c(CN(CCO)C(=O)c3ccccc3F)cc2c1 | 3% | i | 62%[activator] | -12% | -3% | 7% | 9 | 15% | i
COc1cc(C=O)ccc1Oc1cnccn1 | -3% | i | 11% | 16% | 0% | 3% | 25 | 2% | i
O=C(CCn1nnc2ccccc21)OCC(=O)c1ccc(F)cc1 | 0% | i | 11% | -16% | -9% | 3% | -10 | -7% | i
CCOc1ccc(S(=O)(=O)N2CCN(CCNS(=O)(=O)c3ccc(C)cc3)CC2)cc1 | 0% | i | ? | 24% | -29% | 13% | 2 | 5% | -12%
CCc1cccc(NC(=O)COC(=O)C2COc3ccccc3O2)c1 (stereo unspecified) | -10% | i | -19% | -31% | 0% | 0% | 0 | 1% | -24%
Cc1cc(C)c2nc(NC(=O)c3ccc([N+](=O)[O-])o3)sc2c1 | 3% | i | 39%[activator] | -4% | 3% | 0% | -23 | 8% | i
Cc1ccc(C(=O)NC(NC(=O)c2ccc(C)cc2)C(Cl)Cl)cc1 | -5% | i | -28% | 14% | 11% | -9% | ? | 11% | -19%
CCCc1nc2nc(C)c(NS(=O)(=O)c3ccc4c(c3)CCCC4)c(=O)n2[nH]1 | -3% | i | -1% | -5% | -4% | 2% | 8 | -13% | -9%
C=COCCNC(=O)Nc1ccc(Cl)c(Cl)c1 | -5% | i | -1% | -14% | -13% | 7% | -4 | 9% | ?

An excerpt taken from the entries so far, as a working copy:
SMILES | aSyn yeast inh | Akt phos inh | GLP1R inv ag | FUS suppressor | TDP-43 yeast inh | GLP-1R agonist | DRD3 antagonist | Abeta yeast res | PTHR1 agonist
CCOC(=O)C1=C(c2ccccc2)NC(=O)NC1c1ccc(OCC#N)c(OC)c1 (stereo unspecified) | 1% | i | 4% | 6% | -7% | 23% | 24 | 9% | i
O=C(/C=C/c1ccc(OCCCF)cc1)N1CCN(Cc2ccccc2)CC1 | 4% | i | 10µM* | 8% | 2% | 26% | ? | 4% | -12%
NS(=O)(=O)c1ccc(CCNC(=O)c2ccc([N+](=O)[O-])s2)cc1 | -1% | i | 15% | 19% | 0% | 4% | -15 | -20% | i

More entries
SMILES | aSyn yeast inh | Akt phos inh | GLP1R inv ag | FUS suppressor | TDP-43 yeast inh | GLP-1R agonist | DRD3 antagonist | Abeta yeast res | PTHR1 agonist
Cc1ccc(C(=O)C[n+]2cc(-c3ccccc3)n3c2CCCCC3)cc1 | 4%&-8% | i | ? | -30%&22% | 17%&-21% | 11%&-7% | ? | 3%&1% | -60%&-26%[inhibitor]
CCn1nnc(NC(=O)c2ccc([N+](=O)[O-])o2)n1 | 13% | i | 63%[activator] | 3% | 23% | -2% | -12 | -20% | -4%
CCOc1ccccc1NC(=O)CSc1nc2c(c(=O)n(C)c(=O)n2C)n1C | -1% | i | 15% | 3% | 2% | 11% | 12 | -8% | -13%
CCc1ccc(S(=O)(=O)NCc2cn3ccccc3n2)s1 | 1% | / | -2% | -12% | -2% | -13% | 0 | -6% | i
Cc1ccc(NC(=O)CCC(=O)NNC(=S)Nc2ccc(F)cc2F)cc1C | -9% | i | 38%[activator] | 17% | 30% | -3% | -17 | 16% | i
Cc1cc(C(=O)N/N=C\C(Br)=C\c2ccccc2)c(C)o1 | 0% | i | 5%[7.66 µM] | 10% | 11%[9.22 µM] | 18% | 13 | -10% | -22%
COc1ccc(-c2cc(C(=O)N3CCN(S(=O)(=O)c4ccc(C)cc4)CC3)[nH]n2)cc1 | 3% | i | 7% | -11% | 10% | 0% | 5 | -4% | -43%[inhibitor]
Cc1ccc(Nc2nnc(SCc3cc(=O)n4cc(C)ccc4n3)s2)cc1 | -4% | i | 1% | -16% | 9% | 6% | 32 | 20% | -26%
COc1ccc(N(CC(C)C)S(=O)(=O)c2nnc(NC(=O)CC(C)C)s2)cc1 | 1% | i | -11% | 2% | -2% | -1% | 11 | 0% | i
O=c1oc(Nc2cccc(Cl)c2)nc2ccccc12 | -7% | i | 10% | -22% | 0% | -5% | 2 | -20% | -44%[inhibitor]
CSCCC1Nc2ccc(S(=O)(=O)N3CCOCC3)cc2NC1=O (stereo unspecified) | 6% | i | -4% | 21% | -2% | 6% | 8 | -8% | i
CN1/C(=C\C(=O)CN2C(=O)NC3(CCCCCC3)C2=O)C(C)(C)c2ccccc21 | -3% | i | ? | 15% | -10% | 1% | 273 | ? | -11%[57.5 µM]
CCn1nccc1C(=O)Nc1cc(Cl)cc(Cl)c1 | 2% | i | ? | -17% | 20µM* | 5% | 16 | -46%[inhibitor] | -18%
COc1cccc(CNc2nc3cc(-c4cscc4C)sc3c(=O)n2C)c1 | ? | i | ? | ? | 20µM* | 8% | 0 | 20% | -50%[inhibitor]
CN(C)CC1(c2ccccc2)CCCC1 | -5% | i | 2% | -18% | -4% | 1% | ? | 9% | 0%
COc1ccc(-c2csc3ncnc(N4CCN(S(=O)(=O)c5ccc(C)cc5)CC4)c23)cc1 | 5% | i | ? | 13% | -4% | 16% | 4 | -6% | -6%
O=C(COC(=O)C12CC3CC(CC(O)(C3)C1)C2)Nc1ccc(OC(F)F)cc1 | -1% | i | ? | 3% | 5% | -4% | 0 | 7% | -53%[inhibitor]
CC(C)c1nnc(NC(=O)CCCC(=O)O)s1 | -1% | i | 2% | 1% | -11% | -20% | -23 | 5% | i
Nc1c(C(=O)NCc2ccccc2)c2nc3ccccc3nc2n1-c1ccc2c(c1)OCO2 | 9% | i | ? | -3% | -1% | -9% | 8 | 3% | -19%
O=C(C1CCN(S(=O)(=O)c2cnc[nH]2)CC1)N(CCc1ccccc1)Cc1ccccc1 | -4% | i | -20% | -2% | -11% | -7% | 1 | -3% | -1%
N#Cc1c(N)oc(-c2ccc3c(c2)OCO3)c1-c1ccc2c(c1)OCO2 | 5% | i | -12% | / | -2% | 2% | 14 | 13% | -9%
O=C(CN(C(=O)c1csnn1)c1ccccc1)NCc1ccc2c(c1)OCO2 | 0% | i | 12% | 39% | -20% | 7% | 9 | -3% | i
Cc1ccc(CNC(=O)CC(NC(=O)c2ccccc2)c2ccccc2)cc1 (stereo unspecified) | 1% | i | 1% | 3% | 18% | 7% | 14 | -4% | -5%
NC(=O)CSc1nnc(-c2cccs2)n1Cc1ccco1 | -1% | i | -5% | -22% | 6% | 3% | 6 | -3% | i
Cc1ccc(S(=O)(=O)N2CCN(C(=O)c3cccc(-n4cccc4)c3)CC2)cc1 | -2% | i | -20% | 32% | -8% | -1% | 1 | 20% | -30%[inhibitor]
Cn1c(=O)c2c(nc(SCc3nn[nH]n3)n2Cc2ccccc2F)n(C)c1=O | -3% | i | 5% | 2% | 11% | -15% | 0 | -1% | -6%[57.5 µM]
Cc1ccc(CCNC(=O)CN(c2cc(C)cc(C)c2)S(=O)(=O)c2c(C)noc2C)cc1 | -6% | / | -16%&-10% | -15%&-13% | -4%&11% | -3%&1% | -1 | -9%&-5% | 16%
Cc1ccc(-c2csc(N3CCN(c4cc5c(cc4Cl)nc(C(C)N)n5CCCO)CC3)n2)cc1 (stereo unspecified) | 6% | i | 11% | -12% | 21% | -2% | 0 | 2% | -21%
Cc1ccc(S(=O)(=O)N2C[C@@H](C)[C@]3(C2)[C@H](O)[C@H](OC(=O)NC2CCCC2)C[C@H]2C(=O)N(c4ccccc4)C(=O)[C@H]23)cc1 | 2% | i | -29% | 35% | 0% | 1% | -25 | 5% | -11%
CN1CCN(c2nc3ccccn3c(=O)c2C=O)CC1 | -5% | i | 3% | -1% | 24% | -5% | -16 | 16% | -1%
Cc1ccc(S(=O)(=O)NCCC(=O)N2CCC(Cc3ccccc3)CC2)cc1 | -3% | i | ? | 33% | ? | 16% | 21 | -16% | -34%
Cc1cc(C)c(NC(=O)c2cccs2)c(C)c1NC(=O)c1cccs1 | -3% | i | 9% | -3% | -8% | -1% | 2 | 12% | i

Only part of the results is shown; the hit share may differ from the screen's.
